# Bioassay records (PubChem BioAssay)
# Peg3 prom inh: inhibitors of Peg3 promoter | HeLa PEG-Prom luciferase reporter, luminescence, overnight | inhibition, % at 20 µM | 360,000 compounds, 1.7% hits | AID 588405;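 active = inhibition of at least 50% at 20 µM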
# PDI inh: PDI (human) enzyme inhibition | PDI insulin aggregation turbidity, A650, 90 min | inhibition, % at 10 µM | 350,000 compounds, 0.052% hits | AID 588391;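 active = mean inhibition across replicates of 30% or more, whatever share of single replicates reach that level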;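 note: absorbance from insulin aggregation driven by PDI reduction with DTT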
# Target sequence (P07237 whole entry, looked up): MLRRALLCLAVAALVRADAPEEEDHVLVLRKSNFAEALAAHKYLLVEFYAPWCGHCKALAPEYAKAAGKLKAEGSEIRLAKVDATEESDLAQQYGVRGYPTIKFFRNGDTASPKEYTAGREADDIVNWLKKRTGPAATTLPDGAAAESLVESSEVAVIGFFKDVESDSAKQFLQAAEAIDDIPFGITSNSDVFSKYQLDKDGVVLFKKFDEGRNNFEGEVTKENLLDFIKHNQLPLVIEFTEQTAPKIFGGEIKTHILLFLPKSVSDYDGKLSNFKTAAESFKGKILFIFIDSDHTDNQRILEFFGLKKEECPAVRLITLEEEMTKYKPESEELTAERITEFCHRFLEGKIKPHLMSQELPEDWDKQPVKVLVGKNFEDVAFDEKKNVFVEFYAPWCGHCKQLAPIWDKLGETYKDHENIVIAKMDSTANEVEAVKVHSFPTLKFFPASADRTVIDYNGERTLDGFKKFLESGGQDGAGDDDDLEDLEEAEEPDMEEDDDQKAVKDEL
# NR2E3 ag-1: activates human NR2E3 receptor | AID 602229 | 360,000 compounds, 0.35% hits | CHO-S Gal4-NCOR/VP16-NR2E3 two-hybrid, luciferase | inhibition of corepressor binding, % at 3.98 µM | Q9Y5X4;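 active = inhibition above the mean of all tested compounds plus 3 SD, cut at about 70% in these data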;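 note: 0% = DMSO with NR2E3 transfected cells and 100% = cells lacking NR2E3 construct; higher means lower luciferase signal from less NR2E3 corepressor binding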
# Target sequence (Q9Y5X4 whole entry, looked up, the tested form may be a part): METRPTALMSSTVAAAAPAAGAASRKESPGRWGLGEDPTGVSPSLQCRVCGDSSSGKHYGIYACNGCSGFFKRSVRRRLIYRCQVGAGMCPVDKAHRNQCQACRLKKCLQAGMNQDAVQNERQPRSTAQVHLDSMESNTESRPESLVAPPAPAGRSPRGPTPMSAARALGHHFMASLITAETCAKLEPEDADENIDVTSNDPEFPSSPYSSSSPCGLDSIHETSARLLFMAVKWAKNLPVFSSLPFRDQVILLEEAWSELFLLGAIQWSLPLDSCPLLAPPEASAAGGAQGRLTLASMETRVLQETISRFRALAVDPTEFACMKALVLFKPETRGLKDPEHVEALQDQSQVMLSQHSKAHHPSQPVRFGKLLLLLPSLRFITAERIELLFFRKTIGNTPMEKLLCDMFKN
# hiPSC survival: hiPSC single-cell survival enhancement | 360,000 compounds, 0.044% hits | survival enhancement, % at 20 µM | ATPlite luminescence; 100% = ROCK inhibitor wells, 0% = DMSO; in the data active = survival enhancement above about 18%;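 note: cells exposed to compounds for 16 hours before the ATP read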
# Granule exo inh: blocks lytic granule exocytosis | TALL-104 LAMP-1 surface exposure, flow cytometry; cells stimulated with thapsigargin and PMA | inhibition, % at 10 µM | 360,000 compounds, 0.66% hits | AID 651702;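 active = inhibition above about 55%, limit read from the data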
# MITF TRPM1 inh: MITF TRPM1 promoter inhibition in SK-MEL-5 cells; SK-MEL-5 TRPM1 promoter luciferase, 24 h; inhibition, % at 12.5 µM; 330,000 compounds, 0.83% hits; AID 488899;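 active = mean inhibition across replicates of 60% or more, whatever share of single replicates reaches that level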; note: values of inactives mirror those of a sister screen read the other way
# Vif inh: HIV Vif inhibition; HEK293T cells, Vif self-association by quenched fluorescence, imaging, 24 h; 340,000 compounds, 0.35% hits; inhibition, % at 7.49 µM; in the data active = inhibition above about 50%, passing the limit was not always enough; note: some results filed as inactive read as strong as hits
# HIF-2a block: inhibitors of HIF-2a; 786-0 RCC cells HIF-2a reporter, luciferase luminescence, overnight; inhibition, % at 18.8 µM; 360,000 compounds, 0.72% hits; AID 624352;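 active = inhibition of the luminescence signal of 40% or more relative to plate controls, in a single-dose primary screen at 18.75 µM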
# NR2E3 ag-2: agonists of human nuclear receptor NR2E3; Q9Y5X4; GST-NR2E3/biotin-RetCOR TR-FRET, 1536-well; inhibition of corepressor binding, % at 4.78 µM; 320,000 compounds, 0.12% hits; AID 2300;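 active = percent inhibition above the cutoff of mean plus 3 SD of all tested compounds, set per screening campaign, cut at about 20% in these data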;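 note: 0% = DMSO wells and 100% = biotin wells as full block of FRET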
#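 Assay system: NR2E3–RetCOR corepressor complex. Quantity: 1.35 nM GST-NR2E3. Buffer or medium: pH 7.5 Tris-based buffer. Reagent: biotinylated RetCOR corepressor at 7 nM final. Schedule: 5 h at 4 °C. Detection: TR-FRET, emission read at 617 and 671 nm. Replicates: one well per compound, singlicate testing.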
# aDG glyco up: alpha-DG glycosylation activation | Pro5-aDG cells, alpha-DG glycosylation AlphaScreen (IIH6); 0% Pro5, 100% B10-LARGE cell signal | activation, % at 10 µM | 360,000 compounds, 0.22% hits;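 active = activation of at least 8% versus controls, or a plate z-score of at least 8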;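 note: Pro5 are CHO cells carrying HIG-tagged alpha-DG that lacks glycosylation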
# CaV13 FRET inh: Primary screen for inhibitors of IQ motif and Ca2+-dependent inactivation inhibitor domain binding in CACNA1D, Förster resonance energy transfer in living cells, …; HEK cells, CFP/YFP FRET ICDI-IQ, plate reader, 10 min; percent FRET-ratio fall versus neutral wells; inhibition, % at 12.3 µM; 340,000 compounds, 0.098% hits; AID 743397;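 active = mean replicate inhibition of at least 30% and at least 1% of replicates passing that level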;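 note: 0% = median of the neutral control wells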
# * = called active by the depositor; x = no result given.
1	CC(C)OCP(=O)(c1ccccc1)c1ccccc1
2	Cc1cc(C)c(NC(=O)CC(C)(C)C)c(Cl)c1
3	Cc1ccc(S(=O)(=O)N2CCC(C(=O)NC3CCCC3)CC2)cc1Cl
4	CC1CCCCC1NC(=O)CO/N=C/c1ccc(OC(F)F)cc1 (configuration not stated)
5	CCOC(=O)N1CCN(C(=O)c2cnn(-c3ccccc3)c2NC(=O)c2ccccc2F)CC1
6	COc1ccccc1C(=O)N/C(=C\c1cn(C)c2ccccc12)C(=O)NCCCn1ccnc1
7	Cn1ccc(NS(=O)(=O)c2cc(Br)ccc2Br)n1
8	CCCCN1C(=O)C2C3C=CC(C2C1=O)C1C2C(=O)N(CCCC)C(=O)C2C31 (configuration not stated)
entry no.	1	2	3	4	5	6	7	8
Peg3 prom inh	11	9	6	10	-15	-4	-2	2
PDI inh	-3	-1	-43	2	4	-1	1	5
NR2E3 ag-1	11	-23	-20	-2	-12	-5	1	12
hiPSC survival	2.5	-0.3	-0.6	0.5	0.1	0.7	-1.1	2.2
Granule exo inh	2	-4	-13	-1	0	67*	3	-2
MITF TRPM1 inh	9	0	-3	0	0	23	-6	-3
Vif inh	13	x	1	-2	17	0	23	-1
HIF-2a block	0	6	9	13	12	20	15	-7
NR2E3 ag-2	2	0	-1	5	4	2	2	1
aDG glyco up	0.3	-0.1	0.1	-0.2	-0.1	-0.2	0.2	0.0
CaV13 FRET inh	-3	0	-2	4	-8	-1	-17	-6

# Given with two lines to a compound: entries from further up.
# Every second line gives: Peg3 prom inh, PDI inh, NR2E3 ag-1, hiPSC survival, Granule exo inh, MITF TRPM1 inh, Vif inh, HIF-2a block, NR2E3 ag-2, aDG glyco up, CaV13 FRET inh
(1) CC(C)OCP(=O)(c1ccccc1)c1ccccc1
  11, -3, 11, 2.5, 2, 9, 13, 0, 2, 0.3, -3
(2) Cc1cc(C)c(NC(=O)CC(C)(C)C)c(Cl)c1
  9, -1, -23, -0.3, -4, 0, x, 6, 0, -0.1, 0
(3) Cc1ccc(S(=O)(=O)N2CCC(C(=O)NC3CCCC3)CC2)cc1Cl
  6, -43, -20, -0.6, -13, -3, 1, 9, -1, 0.1, -2
(4) CC1CCCCC1NC(=O)CO/N=C/c1ccc(OC(F)F)cc1 (configuration not stated)
  10, 2, -2, 0.5, -1, 0, -2, 13, 5, -0.2, 4
(5) CCOC(=O)N1CCN(C(=O)c2cnn(-c3ccccc3)c2NC(=O)c2ccccc2F)CC1
  -15, 4, -12, 0.1, 0, 0, 17, 12, 4, -0.1, -8
(6) COc1ccccc1C(=O)N/C(=C\c1cn(C)c2ccccc12)C(=O)NCCCn1ccnc1
  -4, -1, -5, 0.7, 67*, 23, 0, 20, 2, -0.2, -1
(7) Cn1ccc(NS(=O)(=O)c2cc(Br)ccc2Br)n1
  -2, 1, 1, -1.1, 3, -6, 23, 15, 2, 0.2, -17
(8) CCCCN1C(=O)C2C3C=CC(C2C1=O)C1C2C(=O)N(CCCC)C(=O)C2C31 (configuration not stated)
  2, 5, 12, 2.2, -2, -3, -1, -7, 1, 0.0, -6

# New compounds follow:
9	CC1(C)O[C@@H]2[C@H](O1)[C@@H](COS(=O)(=O)O)O[C@H]2n1cnc2c(=O)[nH]cnc21
10	COC(=O)CCCNC(=O)CC1C(=O)NCCN1Cc1ccoc1 (configuration not stated)
11	Cc1ccccc1C(=O)NC(CC(C)C)C(=O)NN1C(=O)c2ccccc2C1=O (configuration not stated)
12	Cc1ccc(/C=N/c2sc3c(c2C#N)CCC3)o1
13	O=C(c1ccc2nc(N3CCCCC3)sc2c1)N1CCN(c2ccccn2)CC1
14	CCc1ccc(NC(=O)N2CCCCCC2)cc1
15	CCN1CCN(CC(=O)n2c3c(c4ccccc42)CC(C)CC3)CC1 (configuration not stated)
16	Cc1ccc(NC(=O)C2CC(=O)N(c3ccc4c(c3)OCCO4)C2)nc1 (configuration not stated)
entry no.	9	10	11	12	13	14	15	16
Peg3 prom inh	-2	6	-2	-80	-74	-277	-1	13
PDI inh	-1	6	17	18	4	10	-1	1
NR2E3 ag-1	-18	15	-15	-26	-55	-57	5	-31
hiPSC survival	3.2	0.1	-0.6	-0.9	-0.3	-0.6	-2.7	-0.1
Granule exo inh	8	5	-2	0	9	-9	7	4
MITF TRPM1 inh	-3	5	-2	-17	x	-72	-15	-2
Vif inh	-1	x	6	-5	2	-3	-7	-3
HIF-2a block	6	19	15	-148	-153	-243	4	3
NR2E3 ag-2	7	4	-2	-1	0	1	2	3
aDG glyco up	-0.1	-0.2	-0.2	-0.3	-0.1	0.1	0.7	0.2
CaV13 FRET inh	-5	-4	-4	x	-6	-2	x	-6

17	COc1ccc(CN2C(=O)c3ccccc3C2=O)cc1C(=O)N(C)CC(=O)Nc1c(C)cccc1C
18	CCCc1cc(=O)[nH]c2nnc(SCC(=O)Nc3cccc(NC(C)=O)c3)n12
19	COC(=O)C(NC(C)=O)(Nc1nc2ccc(S(C)(=O)=O)cc2s1)C(F)(F)F (configuration not stated)
20	COc1cc(CC(=O)Nc2nccs2)cc(OC)c1OC
21	CCOC(=O)c1c(C)[nH]c(C(=O)CSc2nccc(C)n2)c1C
22	Cc1ccccc1NC(=O)c1ccc(OCc2c(C)noc2C)cc1
23	CC(=O)c1ccc(S(=O)(=O)NC2CC(=O)N(c3ccc(C)cc3)C2)cc1 (configuration not stated)
24	CC(C)(C)c1ccc(OCCCCCCN2CCNCC2)cc1
entry no.	17	18	19	20	21	22	23	24
Peg3 prom inh	8	-11	5	1	-253	-4	5	64*
PDI inh	-6	27	1	1	2	5	1	2
NR2E3 ag-1	-20	7	-12	-14	-112	-1	-24	19
hiPSC survival	-0.5	-0.4	-0.7	1.1	-0.5	-2.2	-0.3	-0.5
Granule exo inh	-13	-2	0	2	0	16	3	26
MITF TRPM1 inh	3	-4	-2	1	-39	-10	6	25
Vif inh	32	6	2	4	-4	-5	-5	-5
HIF-2a block	8	10	18	10	-195	-9	1	10
NR2E3 ag-2	3	-2	-1	-2	2	1	-2	-1
aDG glyco up	-0.4	-0.2	-0.2	-0.1	1.3	-0.2	0.2	0.7
CaV13 FRET inh	-2	-3	-4	-6	-7	-5	-2	-5

25	Cc1ccc(CNC(=O)C2CCC(=O)N(Cc3ccc(Cl)cc3)C2)cc1F (configuration not stated)
26	COC(=O)c1nnn(-c2cc(Cl)cc(Cl)c2)c1C(=O)OC
27	O=C(COC(=O)CN1C(=O)c2cccc([N+](=O)[O-])c2C1=O)NC1CCS(=O)(=O)C1 (configuration not stated)
28	Cc1cccc(-n2ncc(C(=O)NC3CCCC3)c2C2CCN(C(=O)OC(C)(C)C)CC2)c1
29	CCOCCOC(=O)c1ccc(NC(=O)C2COc3ccccc3O2)cc1 (configuration not stated)
30	Clc1ccc(OCCn2ccnc2)cc1Cl
31	Cc1nc(N)nc(-c2ccccc2O)n1
32	CCOc1ncccc1C(=O)NNC(=O)c1csc(N2CCOCC2)n1
entry no.	25	26	27	28	29	30	31	32
Peg3 prom inh	6	-4	-3	-5	-45	26	-52	-2
PDI inh	1	2	-1	15	-2	-2	-3	-3
NR2E3 ag-1	-10	2	-53	-1	19	-31	-8	-21
hiPSC survival	1.9	1.3	-0.5	-0.2	-0.5	1.2	-0.4	-0.2
Granule exo inh	-8	5	-2	-3	-11	18	-1	3
MITF TRPM1 inh	14	0	6	20	-10	7	-9	2
Vif inh	0	5	2	-1	0	3	0	7
HIF-2a block	-19	12	11	3	0	0	-36	1
NR2E3 ag-2	x	3	0	0	0	2	1	1
aDG glyco up	0.0	0.0	-0.1	0.1	0.0	0.5	-0.2	0.0
CaV13 FRET inh	-6	-5	-5	-6	-7	-18	-5	-7

33	CCOC(=O)C1=C(C)N(c2ccc(C)c(C)c2)C(=O)/C1=C\c1ccco1
34	COc1cccc2c1cc1c(=O)n(CC(=O)NCCCN3CCCCC3)nc(C)n12
35	CCN1CCN(C(=O)c2cc(COc3ccc(F)c(F)c3)on2)[C@@H](C)C1=O
36	Cc1cc(/C=N/NC(N)=S)c(C)n1-c1cccc(Cl)c1
37	O=C1c2cccc3c([N+](=O)[O-])ccc(c23)C(=O)N1CCc1ccccn1
38	CCCOc1ccc(C(=O)NCCO)cc1
39	CC1(C(=O)Nc2ccc(Cl)c(C(F)(F)F)c2)Cc2c(-c3ccc4c(c3)OCO4)ccnc2O1 (configuration not stated)
40	COc1ccc(/C=N/NC(=O)Cc2csc(Nc3cccc(C(F)(F)F)c3)n2)c(OC)c1
entry no.	33	34	35	36	37	38	39	40
Peg3 prom inh	2	5	-111	8	92*	-11	13	-24
PDI inh	12	-10	-1	7	13	0	6	10
NR2E3 ag-1	-15	-17	-42	-37	-16	13	-19	-5
hiPSC survival	-0.5	-0.6	-0.5	-3.0	0.9	-1.8	1.2	0.3
Granule exo inh	6	1	-3	-2	19	-6	10	-1
MITF TRPM1 inh	-7	0	x	-3	20	-1	x	-8
Vif inh	x	-1	x	1	9	2	5	-6
HIF-2a block	-26	0	-165	-3	-44	0	20	-16
NR2E3 ag-2	-2	4	x	1	-2	-3	x	-3
aDG glyco up	-0.3	-0.4	0.7	6.9	-0.1	-0.1	-0.3	0.0
CaV13 FRET inh	-9	x	-12	-20	-6	-4	-7	-6

41	COc1ccc(OCCCC(=O)Nc2ccc3c(c2)OCCO3)cc1
42	COc1ccccc1C(=O)OCc1ccc2sc(C)nc2c1
43	CN(C)S(=O)(=O)c1ccc(N2CCCC2)c(C(=O)Nc2nc3ccccc3s2)c1
44	COc1ccc(S(=O)(=O)N2CCCC2CNC(=O)C(=O)NCc2ccc3c(c2)OCO3)cc1 (configuration not stated)
45	O=C(NCc1ccc(F)cc1)c1ccc2c(c1)S(=O)(=O)c1ccccc1C2=O
46	Cc1nc(-c2nnc(SCC(=O)Nc3cc(Cl)cc(Cl)c3)n2C)cs1
47	COc1ccc(S(=O)(=O)NCCc2ccc(F)cc2)cc1
48	CC1CC(C)CN(C(=O)C(C)N(C)CC(=O)Nc2ccc(F)cc2)C1 (configuration not stated)
49	Cc1cc(C)c(O)c(C2(O)C(=O)c3ccccc3C2=O)c1
50	O=C(NCC(c1cccs1)N1CCOCC1)c1cc(S(=O)(=O)N2CCOCC2)c(Cl)cc1Cl (configuration not stated)
entry no.	41	42	43	44	45	46	47	48	49	50
Peg3 prom inh	-6	-141	-31	17	20	5	1	10	-3	12
PDI inh	-2	1	11	0	-3	1	-1	0	7	13
NR2E3 ag-1	-22	-10	-29	10	-22	-20	5	5	-37	-1
hiPSC survival	0.4	-0.8	-0.8	0.2	-1.7	-0.3	0.7	0.4	-0.8	0.0
Granule exo inh	0	-3	4	6	8	-17	9	4	-6	-2
MITF TRPM1 inh	8	-32	2	13	4	11	-1	19	6	-16
Vif inh	4	0	3	x	4	-17	-13	7	-4	7
HIF-2a block	-44	-2	-139	20	9	14	4	19	32	14
NR2E3 ag-2	4	-1	-3	2	1	0	-3	3	1	-3
aDG glyco up	0.0	0.4	-0.4	0.2	0.3	0.1	0.1	0.2	0.1	-0.3
CaV13 FRET inh	-5	-2	-3	-7	-6	-5	-5	-2	2	-6
